# FBW7 act: human FBW7 E3 ligase activation, primary screen; Q969H0; AlphaScreen FBW7–phospho-cyclin E peptide binding, activator screen; normalized activity (activation), % at 26.1 µM; 650,000 tested, 0.13% active; AID 1259310; in the data active = normalized activity above about 1.9%;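 note: purified mutant Fbw7 with reduced substrate affinity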
# MITF inh: blocks human microphthalmia-associated transcription factor. O75030. AlphaScreen MITF homodimerization, bead proximity signal. inhibition, % at 2.6 µM. 650,000 tested, 0.91% active; in the data active = inhibition above about 50%;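 note: 0% = vehicle wells with protein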
# Target sequence (O75030 whole entry, looked up): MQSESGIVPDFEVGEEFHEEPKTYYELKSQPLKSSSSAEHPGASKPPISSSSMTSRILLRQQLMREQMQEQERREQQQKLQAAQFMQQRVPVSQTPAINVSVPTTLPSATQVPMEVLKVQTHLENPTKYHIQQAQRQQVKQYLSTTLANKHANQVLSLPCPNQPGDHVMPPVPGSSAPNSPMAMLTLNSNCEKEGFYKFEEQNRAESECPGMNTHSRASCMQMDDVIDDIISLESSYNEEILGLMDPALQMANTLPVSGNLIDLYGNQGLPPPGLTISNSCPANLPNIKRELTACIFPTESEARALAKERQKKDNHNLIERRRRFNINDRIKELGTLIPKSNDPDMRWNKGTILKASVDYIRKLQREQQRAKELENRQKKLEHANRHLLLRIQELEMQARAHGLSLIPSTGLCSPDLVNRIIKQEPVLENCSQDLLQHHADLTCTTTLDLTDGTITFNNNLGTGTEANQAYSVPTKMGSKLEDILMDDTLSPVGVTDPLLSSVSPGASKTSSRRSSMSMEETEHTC
# GPR151 activ: activates the human receptor GPR151 | 650,000 tested, 1% active | PathHunter beta-arrestin GPR151 cells, luminescence | activation, % at 11.2 µM | Q8TDV0 | AID 1508602; in the data active = activation above about 4.9%;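 note: 0% = median of compound wells and 100% = cells with positive control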
# Target sequence (Q8TDV0 whole entry, looked up): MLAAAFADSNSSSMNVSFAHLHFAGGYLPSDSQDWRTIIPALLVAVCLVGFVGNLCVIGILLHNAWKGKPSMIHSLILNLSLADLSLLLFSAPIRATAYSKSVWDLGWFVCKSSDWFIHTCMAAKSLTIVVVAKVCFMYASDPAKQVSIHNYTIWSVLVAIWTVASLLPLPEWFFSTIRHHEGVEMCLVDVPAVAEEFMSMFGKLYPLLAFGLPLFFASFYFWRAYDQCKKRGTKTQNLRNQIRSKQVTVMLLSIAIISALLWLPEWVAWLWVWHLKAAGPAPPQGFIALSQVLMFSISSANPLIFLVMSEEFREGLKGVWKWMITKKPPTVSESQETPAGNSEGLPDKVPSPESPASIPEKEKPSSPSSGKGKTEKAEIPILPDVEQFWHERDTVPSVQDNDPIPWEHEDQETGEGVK
# TEAD-YAP inh: TEAD-YAP interaction inhibition | HEK-TIYL cells, TEAD-Gal4/YAP UAS-luciferase luminescence | 640,000 tested, 1.4% active | AID 1259422 | inhibition, % at 9.12 µM; in the data active = inhibition above about 32%;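 note: 0% = median of test compound wells and 100% = reference inhibitor wells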
# Numbers without * were called inactive. Compounds were not picked by outcome, and some 3.4% of all compounds hit somewhere here.
# Every second line gives: FBW7 act, MITF inh, GPR151 activ, TEAD-YAP inh
CCOC(=O)CNC(=O)CSc1nc2sc3c(c2c(=O)[nH]1)CCC(C)C3 (centres undefined)
→ 0.5, -1, -2.2, 89*
CCOc1ccc2nc(NC(=O)C(C)(C)C)sc2c1
→ 0.0, 8, -0.3, 63*
CCc1cc(=O)oc2c(C)c(OCC(=O)OC)ccc12
→ 0.0, -2, 0.1, 1
O=C(COC(=O)C12CC3CC(CC(Br)(C3)C1)C2)c1ccccc1
→ 0.0, -5, -1.4, -1
CN(C)c1cccc(Nc2ccc(-n3cc(CC(=O)Nc4ccc5c(c4)OCO5)c4ccccc43)nn2)c1
→ -0.2, 9, -1.5, -19
COc1cc(C(=O)N/C(=C/c2ccc(F)cc2)C(=O)NC(C)C(=O)O)cc(OC)c1OC (centres undefined)
→ 0.0, 10, -0.6, 1
COc1ccc(N2CN=c3s/c(=C4\C(=O)Nc5ccc(OC)cc54)c(=O)n3C2)cc1
→ 0.0, -7, 0.3, -1
COc1cc(OC)cc(C(=O)Nc2ccc(S(=O)(=O)Nc3nccs3)cc2)c1
→ 0.1, 2, -0.9, 10
COC(=O)c1cn(NC(=O)/C=C/c2cc(OC)c(OC)c(OC)c2)c(=O)c2ccccc12
→ 0.0, 6, -1.9, -10
Cc1cc(NC(=O)NCC(F)(F)F)no1
→ 0.0, -11, -2.9, 4
CCC1CN(CC(=O)NCCn2nc(C)cc2C)Cc2cc(OC)ccc2O1 (centres undefined)
→ 0.0, 8, 0.4, 1
CCOc1cc(/C=C2/C(=O)N(C)c3ccccc32)ccc1OC
→ 0.0, 6, 1.6, -12
CCN(C)c1ccc(/C=C/c2nc(O)c([N+](=O)[O-])c(=O)[nH]2)cc1
→ -0.1, -6, 1.5, -1
COc1ccc(CNS(=O)(=O)c2cc(C(=O)Nc3cc(Cl)cc(Cl)c3)ccc2F)cc1
→ 0.0, 4, 0.6, -2
CC(C)C(=O)NC(C)c1nc(-c2ccc(Cl)cc2)n[nH]1 (centres undefined)
→ -0.2, -3, -0.2, -1
O=C1NC(=O)C2C1Sc1[nH]c(=O)sc1C2c1c[nH]c2ccccc12 (centres undefined)
→ -0.1, 11, -1.4, -1
Cc1cc(C)n(/N=C/c2ccc3c(c2)OCO3)c(=O)c1C(N)=O
→ -0.1, 1, -0.1, 8
Cc1nnc2c(NCc3ccco3)nc3ccccc3n12
→ 0.0, 7, 1.7, -7
COc1ccc2ccccc2c1CN1CCC2(CC1)CC2C(=O)N1CCCN(C)CC1 (centres undefined)
→ 0.4, -3, -0.7, 8
N#C/C(=C\Nc1cccc(C(F)(F)F)c1)c1nc(-c2ccc(F)cc2)cs1
→ 0.2, -1, 3.1, 12
Cc1c(NC(=O)c2ccco2)cccc1-c1nc2ncccc2o1
→ 0.2, 7, 0.1, 6
O=C(CCN1C(=O)c2ccccc2C1=O)NCc1ccccc1Cl
→ 0.0, -2, -1.9, 1
CCOc1ccc(/C=N/NC(=O)c2ccc(OC)cc2)cc1
→ -0.2, -10, -1.2, -9
COc1ccc(CNc2cccc(F)c2)c(OC)c1
→ 0.5, 21, -1.7, 7
O=C(NCCc1ccc(O)cc1)c1ccnc(Nc2ccc(-n3ccnc3)cc2)c1
→ 0.0, 2, -1.0, -7
COc1ccc(NC(=O)/C=C/c2cccc([N+](=O)[O-])c2)cc1
→ 0.2, 9, -1.0, -26
Cc1ccc(C)c(OCC(=O)N(Cc2nc(-c3ccccc3)no2)C(C)C)c1
→ 0.0, 9, -0.2, 4
O=C1CN(Cc2c(C(=O)N3CCCCCCC3)nc3sccn23)CCN1
→ 0.3, -6, 0.5, -9
CCN(CC)C(=O)C[n+]1cccc(/C=N/O)c1
→ 0.0, -3, 1.8, 3
CCN(CCCNC(=O)CNC(=O)Cn1cnc2ccccc2c1=O)Cc1ccccc1
→ 0.0, 7, 0.9, 2
CC(NC(=O)/C(=C\c1cccs1)NC(=O)c1ccccc1)C(=O)O (centres undefined)
→ -0.1, 2, -0.7, -3
CCOC(=O)c1c(NC(=O)c2ccc([N+](=O)[O-])c(C)c2)sc2c1CCC(CC)C2 (centres undefined)
→ 0.1, 12, -0.2, 6
CC1CCN(S(=O)(=O)c2ccc(F)c(C(=O)Nc3ccccc3C(F)(F)F)c2)CC1
→ 0.1, 19, 0.7, 7
O=C(NC(N1CCOCC1)C(Cl)(Cl)Cl)c1ccco1 (centres undefined)
→ 0.0, 26, -0.1, 1
CCOC(=O)Cc1nnc(NC(=O)C(CC)Sc2nc(C)cc(=O)[nH]2)s1 (centres undefined)
→ -0.1, -15, -0.4, 3
CCOC(=O)C1=C(C)NC(C)=C(C(=O)OCC)C1c1ccc(-c2ccc(Cl)c(Cl)c2)o1
→ 0.0, 1, 2.3, 0
O=C(COc1ccc2ccccc2c1)Oc1coc(CSc2ncccn2)cc1=O
→ -0.1, 6, 0.8, 3
COc1ccc(N(C(C)=O)c2nc3ccccc3[nH]2)cc1
→ 0.4, 11, -1.4, 1
COc1ccc(CNCc2ccc3ccccc3c2)cc1OC
→ -0.1, 34, 5.1*, 4
CCN(CCCNS(=O)(=O)c1ccc2c(c1)oc(=O)n2C)c1ccccc1
→ 0.0, 6, -0.3, 7
Cc1[nH]c2ccccc2c1-c1csc(NC(=O)CSCCO)n1
→ -0.1, -4, -0.5, -7
NS(=O)(=O)c1cccc(Nc2nccc(-c3ccccc3)n2)c1
→ 0.5, 4, -1.2, 91*
CCOC(=O)c1ccc(Nc2c(-c3ccccc3)c(=O)c2=O)cc1
→ -0.1, -3, 1.7, -8
Cc1[nH]c2ccc(F)cc2c1CCN=C(N)NS(=O)(=O)c1ccc2c(c1)OCCO2
→ -0.2, 5, -0.8, -13
COc1ccc(S(=O)(=O)NC2CC2)cc1I
→ -0.1, 0, -2.4, -4
O=C(CSc1ccccc1)N1CCN(c2cccc(Cl)c2)CC1
→ 0.2, 3, -1.3, -4
COc1ccc(-c2cn3cccnc3n2)cc1NC(=O)C(C)(C)C
→ 0.0, 1, -0.1, -1
Cn1c2c(c(=O)n(C)c1=O)C(NC(=O)c1cccs1)(C(F)(F)F)C(=O)N2 (centres undefined)
→ 0.5, 8, -1.4, 11
COc1ccc(NC(=O)c2oc3ccccc3c2NC(=O)C(C)C)cc1
→ 0.1, 4, 0.2, -1
Cn1cc(S(=O)(=O)N2CCC3(CC2)OCCO3)c(=O)n(C)c1=O
→ 0.1, 17, 0.1, 0
O=C(Cn1cnc2sc3c(c2c1=O)CCCC3)NC1CCCCCC1
→ 0.0, -9, -1.5, -3
CN(C)c1nc2cc(Cl)ccc2o1
→ 0.1, 17, -1.1, -7
Cc1ccc(OCCOC(=O)c2cc(S(=O)(=O)N3CCOCC3)ccc2C)cc1
→ -0.1, -2, -1.0, 7
CC(NC(=O)CNC(=O)OCc1ccccc1)C(N)=O (centres undefined)
→ 0.0, 8, 1.0, 4
CCCc1nc(NC(C)C)c2nnn(Cc3ccccc3)c2n1
→ 0.0, -2, 0.4, -2
O=C(NC1=NCCS1)C1CC(=O)N(c2ccccc2)C1 (centres undefined)
→ 0.0, -10, -0.6, -1
O=C(NCC1CCC2(CCN(C(=O)c3cc4ccccc4cn3)CC2)O1)C1CCCCC1 (centres undefined)
→ 0.2, -4, 2.0, 1
CCC(NCc1c(O)ccc2c3c(c(=O)oc12)CCC3)C(=O)O (centres undefined)
→ 0.1, 11, 0.0, 12
CCOC(=O)c1c(C)[nH]c(C(=O)CN2CCCCCC2)c1C
→ 0.1, 14, 3.8, -3
O=C(CSc1nnnn1-c1ccc2c(c1)OCO2)Nc1ccccc1Cl
→ 0.4, 19, 0.0, 0

# Part of the list above, as tab-separated lines.
compound	FBW7 act	MITF inh	GPR151 activ	TEAD-YAP inh
CN(C)c1nc2cc(Cl)ccc2o1	0.1	17	-1.1	-7
Cc1ccc(OCCOC(=O)c2cc(S(=O)(=O)N3CCOCC3)ccc2C)cc1	-0.1	-2	-1.0	7

# (next part)
# Every second line gives: FBW7 act, MITF inh, GPR151 activ, TEAD-YAP inh
O=C(NCCN1CCN(C(=O)NC2CCCCC2)CC1)NC1CCCCC1
→ 0.1, 9, 0.6, 2
Cc1ccc(C)c(-n2c(SCC(=O)N3CCCC3)nnc2-c2ccccn2)c1
→ 0.1, 29, 0.0, 15
Cc1ccc(CN2CCc3nnc(C(NC(=O)c4ccoc4)C(C)C)n3CC2)cc1C (centres undefined)
→ 0.1, -9, -0.1, -7
O=S(=O)(NCC(Sc1ncccn1)c1ccccc1)c1ccc(Cl)cc1 (centres undefined)
→ 0.1, 10, 0.8, 1
Cc1cc(=O)[nH]c(SCC(=O)Nc2ccc(Cl)cc2)n1
→ -0.1, -3, 1.0, 14
CN1CCN(C(=S)c2c(/N=C(/c3ccccc3)N3CCN(C)CC3)sc3c2CCCC3)CC1
→ 0.6, 12, 0.5, 0
O=C(Oc1ccc2ccc(=O)oc2c1)C1CCCCC1
→ 0.0, 1, -0.8, -1
COCCCNC(=O)c1ccc([N+](=O)[O-])cc1Cl
→ 0.0, 0, 0.6, -3
Nc1ccc2c(c1)C1C=CCC1C(c1ccc([N+](=O)[O-])cc1)N2 (centres undefined)
→ -0.1, 10, 1.2, 0
COCCNC(=O)C(C)(C)Oc1ccc(Cl)cc1
→ -0.1, -10, 0.3, 4
O=c1oc2c(cc(NS(=O)(=O)c3ccccc3)c3ccccc32)s1
→ -0.1, -5, -0.3, -1
CCn1c(SCC(=O)NNC(=O)c2ccco2)nnc1-c1ccco1
→ 0.0, 23, -1.6, -7
Cc1cnc(C(=O)OCC(=O)Nc2ncc(C(F)(F)F)cc2Cl)cn1
→ -0.3, -1, 1.0, 9
CCOC(=O)Cn1c(=O)oc2cc(S(=O)(=O)NCc3ccccc3OC)ccc21
→ 0.9, -7, -0.5, -2
Cc1c(Cl)c([N+](=O)[O-])nn1CCCC(=O)Nc1cccnc1
→ -0.1, -12, 0.3, 0
O=C1/C(=C\c2ccccc2F)SC(=S)N1CCC(=O)N(CCO)c1ccccc1
→ 0.2, 13, 4.0, 1
O=C(N1CCC2(CC1)CC(O)(c1ccc(F)cc1)CO2)C1(c2ccc(Cl)cc2)CCC1 (centres undefined)
→ 0.1, 6, 0.6, 3
CN(C)S(=O)(=O)NCC1CN(c2ccccc2)C(=O)O1 (centres undefined)
→ -0.1, -18, 0.0, -3
CCOC(=O)C1=C(c2ccccc2)N=c2s/c(=C\c3ccc(C)cc3)c(=O)n2C1c1ccc(Cl)cc1 (centres undefined)
→ 0.1, 14, -0.4, 11
CN(C)N1C(N)=C(C#N)C(c2cccc([N+](=O)[O-])c2)C2=C1CCCC2=O (centres undefined)
→ 0.0, -13, -0.8, 1
CCN(CC)CCCNC(=O)c1ccc(SC)cc1OC
→ 0.2, 3, -1.0, 6
CC(C)CCn1c(=O)c2ccccc2n2c(CN3CCCC3)nnc12
→ 0.1, -7, 0.8, -10
CC(C)Oc1ccccc1/C=N/c1nncn1N
→ -0.1, 15, 1.2, 11
CC1(C)CC(=O)c2c(cc(N3CCOCC3)c3[nH]c4ccccc4c23)C1
→ 1.4, 2, -0.2, -11
Cc1ccc(C(=O)N2CCN3C(=O)CN(C)C(=O)[C@H]3C2)cc1F
→ -0.3, -5, 3.4, 10
Cc1cc(=O)nc2c3ccccc3n(C(C)C(=O)Nc3cc(F)ccc3F)n12 (centres undefined)
→ 0.3, 2, -0.4, 3
COc1cccc(N2CCN(S(=O)(=O)c3cccc4nsnc34)CC2)c1
→ -0.3, -1, -0.6, -9
CC[C@H](C)[C@H](NC(=O)c1ccc(Cl)cc1)C(=O)O
→ -0.1, 1, 2.5, 0
Cc1cc(C)cc(NC(=O)C2CCN(c3nnc(-n4c(C)ccc4C)s3)CC2)c1
→ 0.0, 5, 5.5*, 5
CN(C)c1ccc(C2CC(c3c(-c4ccccc4)c4cc(Cl)ccc4[nH]c3=O)=NN2C(=S)NCc2ccccc2)cc1 (centres undefined)
→ 0.0, -5, 0.0, 12
O=C(Nc1cccc(-c2cnc3ccccc3n2)c1)C1CC(=O)N(c2ccccc2)C1 (centres undefined)
→ -0.1, -2, -0.7, -10
C=C(C)Cn1c(SCC(=O)NC2CCCCC2)nc2sc3c(c2c1=O)CCC3
→ 0.3, -22, 0.7, 8
CCOC(=O)C1=C(c2ccccc2)N=C2SCC(=O)N2C1c1cccc(OC)c1OC (centres undefined)
→ 0.0, -2, 1.0, 3
CCCCn1c(=O)c2c(nc3n(-c4ccccc4OC)c(C)c(C)n23)n(C)c1=O
→ 0.2, -2, 0.0, -4
CC(C)(C)c1cc(CC(=S)N2CCOCC2)c2c(c1)C(C)(C)CC2
→ 0.2, -14, -0.1, 4
CCC(=O)c1ccc(OCC(=O)NCc2ccc(OC)c([N+](=O)[O-])c2)cc1
→ 0.1, 1, 0.3, -1
CCOC(=O)CCC(=O)Nc1c(C(=O)Nc2cc(OC)ccc2OC)oc2ccccc12
→ -0.3, -4, -0.6, 5
CC(C)(C)C(=O)Nc1nnc(CCc2ccccc2)s1
→ 0.6, 10, 0.8, -65
Cc1ccc(NC(=O)CCN2C(=O)c3ccccc3C2=O)c(C)c1
→ -0.1, 19, 1.8, 7
CCCCCCC(=O)N/N=C/c1ccc([N+](=O)[O-])cc1
→ 0.1, 13, -0.5, 9

# Reprinted at random: two records from the list.
# Every second line gives: FBW7 act, MITF inh, GPR151 activ, TEAD-YAP inh
Cc1ccc(C(=O)N2CCN3C(=O)CN(C)C(=O)[C@H]3C2)cc1F
→ -0.3, -5, 3.4, 10
CCOC(=O)CCC(=O)Nc1c(C(=O)Nc2cc(OC)ccc2OC)oc2ccccc12
→ -0.3, -4, -0.6, 5
